AMA1 RON2 block: disrupts binding of P. falciparum AMA1 to RON2; AlphaScreen AMA1-biotinylated RON2 peptide binding; Potency, µM (titrated, usually from 58.2 µM), for inactives: at the top dose activity change, negative = inhibition, hits mostly inhibitors; 0.2% of 360,000 active; AID 720542;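 further: potency means the concentration at half of the fitted maximal effect; 0% = vehicle wells and -100% = peptide control; nearly all actives have a fitted effect of over 45% in size; some results filed as inactive show a strong effect at the top dose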
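AMA1 (3D7) with his tag at 25 nM final met compounds first, then biotinylated RON2 peptide at 25 nM; detection used donor plus acceptor beads, 10 µg/mL apiece, read by AlphaScreen after 30 min at room temperature.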
HCMV inh: blocks human cytomegalovirus replication; HFF cells, HCMV-luciferase reporter, 72 h; active compounds read low; activity change, negative = inhibition, % at 57.5 µM; 4.5% of 410,000 active; in the data active means activity change below about -60%; inconclusive means no clear call, values can overlap the other calls; inactive means above about -39%
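Screen run at 2 compound doses on HFFs infected with reporter HCMV, MOI 1 PFU/cell. Luciferase activity from cell lysates at 72 h post infection gave inhibition relative to buffer-only and Salinomycin wells.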
Sm TGR block: S. mansoni TGR enzyme inhibition. 3% of 360,000 active. Q962Y6. purified TGR, DTNB reduction, TNB absorbance 405 nm. Potency, µM (doses to about 114 µM), for the others: at the top dose activity change, negative = inhibition, hits mostly inhibitors. AID 485364; further: potency means the concentration at half of the fitted maximal effect; nearly all actives have a fitted effect of over 60% in size
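First, TGR (20 nM dispensed) and NADPH were mixed with compound. Second, a 15 min room-temperature incubation followed. Third, further NADPH and then DTNB were added to start the reaction. Finally, TNB absorbance was monitored kinetically.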
LmPK inhibitor: LmPK (Leishmania mexicana) enzyme inhibition; purified LmPK, Kinase-Glo ATP luminescence, 1 h; 0.37% of 290,000 active; Q27686; Potency, µM (series often up to 57.5 µM), for the others: at the top dose activity change, negative = inhibition, hits mostly inhibitors; AID 1721; further: potency means the concentration at half of the fitted maximal effect
Target sequence (Q27686 whole entry, looked up): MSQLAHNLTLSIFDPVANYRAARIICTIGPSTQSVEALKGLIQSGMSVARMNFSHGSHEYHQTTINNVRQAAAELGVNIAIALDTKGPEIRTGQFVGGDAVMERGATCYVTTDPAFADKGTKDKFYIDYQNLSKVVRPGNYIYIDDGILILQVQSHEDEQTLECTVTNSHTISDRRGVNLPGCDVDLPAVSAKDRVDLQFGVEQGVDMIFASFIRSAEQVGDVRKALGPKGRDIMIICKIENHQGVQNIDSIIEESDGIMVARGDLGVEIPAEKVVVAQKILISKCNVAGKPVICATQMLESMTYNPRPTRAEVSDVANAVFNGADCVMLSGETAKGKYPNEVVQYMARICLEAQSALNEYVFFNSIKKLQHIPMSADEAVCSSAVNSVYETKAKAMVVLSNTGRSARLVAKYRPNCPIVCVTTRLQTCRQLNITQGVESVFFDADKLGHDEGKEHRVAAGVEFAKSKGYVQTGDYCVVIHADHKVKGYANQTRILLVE
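Pyruvate kinase activity monitored as ATP production (luciferase luminescence). Conditions: 0.1 nM enzyme, 0.5 mM PEP, 0.1 mM ADP, 1 h, RT; normalized against uninhibited and no-enzyme wells.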
TbPYK inhibitor: blocks Trypanosoma brucei pyruvate kinase; Q57TT1; TbPYK enzyme, Kinase-Glo Plus ATP luminescence, 45 min; Potency, µM (top dose mostly 76.8 µM), inactives show at the top dose activity, negative = inhibition, hits mostly inhibitors; 0.12% of 410,000 active; further: potency means the concentration at half of the fitted maximal effect; nearly all actives have a fitted effect of over 50% in size
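Quantitative HTS: titrated library compounds versus trypanosomal pyruvate kinase in TEA buffer (pH 7.2) containing KCl, MgCl2, BSA and Tween-20. Reactions were initiated with ADP, 130 uM final. Kinase-Glo Plus luminescence was read after 45 min at RT.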
AmpC detergent: inhibitors of E. coli AmpC beta-lactamase with detergent; AmpC hydrolysis of nitrocefin, absorbance 480 nm, 0.01% Triton; Potency, µM (doses to about 114 µM), inactives show at the top dose activity change, negative = inhibition, actives largely listed as inhibitors; 0.041% of 370,000 active;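 further: potency means the concentration at half of the fitted maximal effect; 0% = no-compound wells and -100% = no-enzyme wells; nearly all actives have a fitted effect of over 25% in size; some results filed as inactive show a strong effect at the top dose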
Target sequence (P00811 whole entry, looked up): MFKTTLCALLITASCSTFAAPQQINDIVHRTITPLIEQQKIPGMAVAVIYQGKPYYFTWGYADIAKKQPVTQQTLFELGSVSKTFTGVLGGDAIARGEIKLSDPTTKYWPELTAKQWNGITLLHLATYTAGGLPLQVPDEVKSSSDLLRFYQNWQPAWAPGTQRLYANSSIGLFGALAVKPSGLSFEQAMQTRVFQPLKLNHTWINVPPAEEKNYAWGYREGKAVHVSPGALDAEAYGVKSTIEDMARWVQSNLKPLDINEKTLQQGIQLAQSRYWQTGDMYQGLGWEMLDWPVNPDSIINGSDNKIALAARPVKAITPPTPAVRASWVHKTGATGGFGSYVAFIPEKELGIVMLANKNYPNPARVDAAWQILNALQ
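AmpC (5.3 nM in the dispensed reagent) in 20 mM phosphate pH 7.0 with 0.01% (detergent screen) or 0.0001% Triton X-100 was preincubated with compounds for 15 min at room temperature. Nitrocefin was then added from an 800 uM solution, and hydrolysis was followed at 480 nm.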
AmpC inh no detg: blocks E. coli AmpC beta-lactamase in detergent-free assay; P00811; AmpC nitrocefin hydrolysis, absorbance 480 nm, 0.0001% Triton; Potency, µM (highest dose often 57.1 µM), for inactives: at the highest dose activity change, negative = inhibition, hits mostly inhibitors; 0.52% of 330,000 active; AID 485341;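 further: potency means the concentration at half of the fitted maximal effect; plate controls were no compound for no effect and no enzyme for full effect; nearly all actives have a fitted effect of over 20% in size; some results filed as inactive show a strong effect at the top dose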
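AmpC (5.3 nM in the dispensed reagent) in 20 mM phosphate pH 7.0 with 0.01% (detergent screen) or 0.0001% Triton X-100 was preincubated with compounds for 15 min at room temperature. Nitrocefin was then added from an 800 uM solution, and hydrolysis was followed at 480 nm.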
* hit, by the source's call; ? = inconclusive; / = not tested or not shown; & = joins results of further samples; [ ] = dose if it differs, or a comment. Unless noted, the call rests on the fitted dose curve; in most records, active means well fitted curve in the direction sought with a large enough effect; inconclusive means small, poorly fitted or top-dose-only effect, or another doubt; inactive means no such curve, though single readings can be large; an effect the other way counts as inactive or inconclusive. Unless noted, on the % scale 0 is the no-effect control and ±100 the full control effect.

Under each structure: AMA1 RON2 block	HCMV inh	Sm TGR block	LmPK inhibitor	TbPYK inhibitor	AmpC detergent	AmpC inh no detg
Cc1cccc(COC[C@H](CC(C)C)N2CCN(C(=O)c3ccc(C(F)(F)F)cc3)CCC2=O)c1
    3%	-9	/	/	-1%	/	/
COc1ccccc1CN1C[C@@H]2C[C@@H](c3cccc(C)n3)N3CCC[C@@]23C1=O
    3%	-27	-24%	5%	-16%	-4%	66%[activator]
CCN(CC)S(=O)(=O)c1ccc2c(c1)N(CC(=O)NCc1ccccc1)C(=O)C1CCCCN21 (centres undefined)
    /	7	3%	/	4%	9%	/
O=[N+]([O-])c1cccc2c(N3CCCC3)ccnc12
    2%	-106*	-15%	-2%	-6%	1%	-20%
N#Cc1ccc(CO/N=C/c2ccccc2)cc1
    2%	0	11%	-4%	-10%	-9%	-21%
N#Cc1c(C#N)c(-c2ccccc2)n(-c2ccccc2)c1N
    -12%	-25	2%	3%	-2%	-18%	-23%
CCOC(=O)CCn1cc(F)c(=O)[nH]c1=O
    -1%	15	4%	9%	0%	-3%	2%
CNC(=O)C1CCC(Cn2c(=O)c3sccc3n(CC(=O)Nc3ccc(C)cc3C)c2=O)CC1 (centres undefined)
    /	-5	-7%	/	1%	-1%	/
O=c1[nH]c2c(s1)C=Nc1ccccc1N2
    35%[activator]	47	?	4%	-10%	-17%	-11%
CC1(C(=O)Nc2ccc3c(c2)OCO3)Cc2c(-c3cccc(C(N)=O)c3)ccnc2O1 (centres undefined)
    -6%	-9	/	/	-3%	/	/
Cc1ccc(S(=O)(=O)c2cn(C)c3cc(N4CCN(c5ccccc5)CC4)c(F)cc3c2=O)cc1
    /	3	-1%	/	-6%	-1%	/
Cc1noc(NS(=O)(=O)c2ccc(NC(=O)CSc3nc4ccccc4s3)cc2)c1C
    -7%	75	-13%	5%	-15%	1%	-24%
O=C(NCCOc1cccc(Oc2ccccc2)c1)c1cc(-n2cnnc2)ccc1Cl
    4%	11	3%	2%	-3%	-14%	126%[activator]
Cc1ccc(N(C(=O)CNC(=O)c2ccco2)C(C(=O)NC2CCCC2)c2ccncc2)c(C)c1 (centres undefined)
    14%	0	-8%	1%	7%	2%	8%
Cc1ccccc1NC(=O)c1c(NC(=O)c2ccncc2)sc2c1CCC(C(C)(C)C)C2 (centres undefined)
    /	-1	9%	/	-1%	4%	/
Cc1ccccc1OCc1nc2c3c(ncn2n1)-c1ccccc1CC31CCCC1
    -10%	-15	-2%	0%	5%	-2%	-20%
CCCC1NC(=O)NC(C)=C1C(=O)OCC (centres undefined)
    12%	-27	-23%	1%	1%	1%	-15%
Cc1cc(C)cc(NC(=O)COc2coc(CN3CCN(c4ccccc4)CC3)cc2=O)c1
    -2%	-29	-6%	/	0%	15%	81%[activator]
CCC(C)(C)n1nnnc1C(c1cc2ccc(C)cc2[nH]c1=O)N(Cc1cccnc1)Cc1ccco1 (centres undefined)
    -19%	51	?	1%	-7%	-1%	79%[activator]
CCN(CC(=O)Nc1ccc(OC)cc1)C(=O)c1cc(S(=O)(=O)N(C)C)ccc1N1CCCC1
    0%	-35	-4%	/	4%	-12%	30%

Additional compounds.
Under each structure: AMA1 RON2 block	HCMV inh	Sm TGR block	LmPK inhibitor	TbPYK inhibitor	AmpC detergent	AmpC inh no detg
COc1cccc(NC(=O)C2CCC(CNC(=O)[C@@H]3Cc4ccccc4CN3)CC2)c1 (some centres undefined)
    0%	28	-8%	3%	-3%	0%	42%
O=C(Nc1ncc(Cc2ccccc2)s1)C1CCCO1 (centres undefined)
    0%	25	-2%	-1%	1%	?	-12%
COc1ccc(-n2cc(-c3ccccc3)c3c(NCCCN4CCOCC4)ncnc32)cc1
    ?	76	-1%	10%	1%	3%	276%[activator]
N#Cc1ccc(NC(=O)COC(=O)CSc2nnc(-c3ccc(Cl)cc3)o2)cc1
    5%	10	-17%	0%	-7%	-4%	-37%
COc1ccc(/C(N)=N/OC(=O)c2ccc(OC)c([N+](=O)[O-])c2)cc1OC
    0%	-21	25%	3%	3%	9%	-12%
O=C(NC1CCCC1)C1c2ccccc2OCC(=O)N1Cc1cccnc1 (centres undefined)
    25%	-11	/	/	-12%	/	/
Cc1ccc(NC(=O)CC(C)S(=O)(=O)c2ccc3c(c2)NC(=O)CO3)cc1C (centres undefined)
    0%	-31&15	3%&2%	-5%	16%&2%	-2%&12%	-21%
COc1ccccc1-n1c(SCC(=O)NC2CCS(=O)(=O)C2)nc2cc([N+](=O)[O-])ccc21 (centres undefined)
    11%[11.6 µM]	19	0%	6%	-5%	-2%	113%[activator]
COc1cc(OC)c2c(-c3cccc(-c4ccc(O)cc4)c3)cc(=O)oc2c1
    -3%	-14	/	/	3%	/	-33%
Cc1ccc(CNC(=O)CSc2ccc(-c3cccs3)nn2)cc1
    13%	-7	-2%	3%	-8%	3%	-22%
Cc1ccc(N(C(=O)c2csnn2)C(C(=O)NC(C)(C)C)c2cccnc2)cc1C (centres undefined)
    ?	22	7%[57.1 µM]	2%	-6%	0%	26%
Cc1cccc(N2CCN(C(=O)Cn3c(C)c4cnn(-c5ccccc5)c(=O)c4c3C)CC2)c1C
    /	-81*	6%	/	-2%	16%	/
O=C(O)c1cccc(OCc2ccccc2Cl)c1
    -4%	92	11%	-17%	8%	-5%	-31%
CCOC(CNC(=O)CCc1c(C)nc2ncnn2c1C)OCC
    -6%	13	-9%	0%	-4%	-13%	-4%
O=C(CN1C(=O)NC2NC(=O)NC21)N/N=C/c1ccccc1O (centres undefined)
    63%[activator]	-11	-11%	3%	1%	-11%	-5%
Cc1ccccc1-n1c(SCC(=O)c2cc(C)n(C)c2C)nnc1-c1ccncc1
    7%	-12	-24%	-2%	-14%	-15%	92%[activator]
COC(=O)COc1ccc(C)cc1-n1nc2ccccc2n1
    13%	?	12%	0%	-7%	3%	11%
Cc1ccc(-c2csc(NNC(=O)c3ccccc3)n2)cc1
    6%	-25	-9%	2%	-18%	0%	-33%
c1ccc(COc2ccc(OCCCn3cncn3)cc2)cc1
    -19%	-9	-1%	?	8%	-4%	27%
Cc1ccc(C(=O)/C=C/Nc2ccccn2)cc1
    -4%	?	/	/	?	/	/

The list goes on.
Under each structure: AMA1 RON2 block	HCMV inh	Sm TGR block	LmPK inhibitor	TbPYK inhibitor	AmpC detergent	AmpC inh no detg
Cc1cccc2cc3c(nc12)-c1ccccc1C3=O
    23%	52	8%	2%	-2%	-4%	-44%
Clc1ccccc1-c1cccc2nccn12
    0%	-11	/	/	3%	/	/
C#CCN1C=CC(=O)[C@@H](OC(=O)Nc2ccc(OC)cc2)[C@H]1c1ccccc1Br
    -5%	27	/	/	-5%	/	/
COc1cccc(=O)c2c(C)n(-c3ccc(C(=O)O)cc3)c(C)c12
    3%	-28	?	13%	-4%	2%	-41%
Cc1ccc(C)c(CSc2nc3ncccc3[nH]2)c1
    /	?	1%	/	-6%	-6%	/
O=C(O)c1ccc(Cl)c(NCc2cccs2)c1
    1%	2	-2%	1%	-3%	-2%	-3%
CC(C)c1cc(-c2cc(-c3ccc(Cl)cc3)on2)nc(NCC2CC2)n1
    -3%	-7	13%	2%	3%	-6%	-24%
O=C(COc1cccc2cccnc12)N1CCc2ccccc2C1
    -15%	-10	-12%	-1%	8%	-4%	-8%
COc1ccc2c(c1)c(C(C)=O)c(C)n2C
    -9%	?	4%	-2%	-2%	8%	-13%
CC(C)(C)NC(=O)COC(=O)c1cc(S(=O)(=O)N2CCCCC2)ccc1N1CCOCC1
    2%	51	-20%	8%	6%	3%	12%
O=P(N[C@@H](c1ccccc1)[C@@H]1C[C@H]1CO)(c1ccccc1)c1ccccc1
    -1%	-8	-2%	0%	-2%	-4%	71%[activator]
Cc1cc(C)nc(SCC(=O)n2c3c(c4ccccc42)CCCC3)n1
    2%	12	4%	-2%	2%	-10%	-11%
Cc1cc(C(C)c2ccccc2)c(O)c(CN2CCOCC2)c1C (centres undefined)
    -21%	-3	-8%	0%	4%	-5%	117%[activator]
COc1ccc(CNC(=O)c2ccc(C)o2)cc1
    0%	82	-4%	4%	2%	-4%	-13%
CC(C)(C)NC(=O)NC(=O)CSc1ncn[nH]1
    -46%	74	-5%	-1%	4%	2%	-23%
C=CCOC(=O)/C(=C\c1ccccc1)NC(=O)c1ccc(C)cc1
    0%	-67*	/	0%	-1%	3%	-16%
COc1ccc(Cn2c(=O)[nH]c3cc(C(=O)N4CCN(c5ccccc5)CC4)ccc3c2=O)cc1
    3%	16	0%&-1%	-7%	-4%&3%	8%&-7%	-14%
C/C(CCN1CCc2nc(-c3ccccc3)c(-c3ccccc3)cc2C1)=N\O[C@@H](C)c1cn([C@H](CO)Cc2ccccc2)nn1
    /	/	-19%	3%	/	?	231%[activator]
CC(C)(C)c1ccc(OCCCNCc2ccccc2)cc1
    -6%	27	-9%	-5%	-14%	-3%	-5%
c1ccc2c(c1)nnn2-c1ncnc2sc3c(c12)CCCC3
    12%	?	13%	-2%	-4%	-11%	6%

Continued, starting with the last 3 of the part before.
Under each structure: AMA1 RON2 block	HCMV inh	Sm TGR block	LmPK inhibitor	TbPYK inhibitor	AmpC detergent	AmpC inh no detg
C/C(CCN1CCc2nc(-c3ccccc3)c(-c3ccccc3)cc2C1)=N\O[C@@H](C)c1cn([C@H](CO)Cc2ccccc2)nn1
    /	/	-19%	3%	/	?	231%[activator]
CC(C)(C)c1ccc(OCCCNCc2ccccc2)cc1
    -6%	27	-9%	-5%	-14%	-3%	-5%
c1ccc2c(c1)nnn2-c1ncnc2sc3c(c12)CCCC3
    12%	?	13%	-2%	-4%	-11%	6%
COC(=O)CSc1nc2nc(C)cc(C)n2n1
    6%	-6	0%	1%	-2%	-10%	/
CC(=O)NC12CC3CC(C1)CC(C(=O)N1CCN(S(=O)(=O)c4ccc(C(C)C)cc4)CC1)(C3)C2
    9%	-8	-9%	/	-10%	3%	0%
O=C(Cn1nc(-c2cccc(Cl)c2)ccc1=O)Nc1ccccc1Br
    4%	6	3%[57.1 µM]	-5%	-1%	-6%	-7%
C=CCNc1oc(/C=C/c2ccccc2)nc1C#N
    -9%	82	-9%	4%	5%	3%	-24%
CCOC(=O)Cc1csc(NC(=O)c2sc3nc4ccc(C)cc4cc3c2N)n1
    -5%	-7	4%	1%	/	-3%	53%
O=C(CN1C(=O)NC(c2ccccc2)(c2ccccc2)C1=O)N1CCCCC1
    1%	43	/	/	-7%	/	-11%

An unsorted share of the library; about 7.4% have a hit in one of these screens.
